# CXXC DNA block – qHTS Fluorescence Polarization Assay for Inhibitors of MLL CXXC domain - DNA interaction; Potency, µM (titrated, usually from 115 µM), inactives show top-dose activity change, negative = inhibition, usual class: inhibitors; MLL-CXXC / FITC-HOXA9 DNA fluorescence polarization; Histone-lysine N-methyltransferase 2A (Homo sapiens), Q03164; AID 2662, 2010; hit rate 0.037% among 290,000; active means well fitted inhibition curve with a large enough effect in the polarisation, with a control signal flat, not every such curve was filed as active; inconclusive means small, poorly fitted or top-dose-only effect, or effect the other way, or a change in a side signal; inactive means no such curve, though single readings can be large or run the other way; the % refers to the polarisation; further: potency means the concentration at half of the fitted maximal effect
#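 Steps: dispense CXXC domain solution (7 uM) → pin compounds or unlabeled HOX-A9 DNA control → 5 min ambient → add FLSN-HOX-A9 solution (50 nM) → spin → 30 min ambient → fluorescence polarization. Tris pH 7.5/NaCl/DTT/BSA buffer.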
# MBNL1-CUG inh – qHTS Assay for Inhibitors of MBNL1-poly(CUG) RNA binding | Muscleblind-like protein 1 (Homo sapiens), Q9NR56 | TR-FRET MBNL1-His/biotin-(CUG)12 binding, 665/545 ratio | Potency, µM (series often up to 57.5 µM), without a hit: at the highest dose activity change, negative = inhibition, actives largely listed as inhibitors | hit rate 0.036% among 280,000 | AID 2675, 2010; active means well fitted inhibition curve with a large enough effect in the signal ratio, with a control signal flat, not every such curve was filed as active; inconclusive means small, poorly fitted or top-dose-only effect, or effect the other way, or a change in a side signal; inactive means no such curve, though single readings can be large or run the other way; the % refers to the signal ratio; further: potency means the concentration at half of the fitted maximal effect; on the % scale 0 is the no-effect control and ±100 the full control effect
#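 TR-FRET between His-tagged MBNL1 and biotin-(CUG)12 RNA, detected with Tb anti-His antibody (0.055 ng/ul) and streptavidin-XL665 (5 nM), 60 min at room temperature. Compounds titrated 92 nM to 58 uM; 665/545 nm ratio normalized to buffer and complex controls.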
# Integrin act MD – qHTS for Activators of Integrin-Mediated Alleviation for Muscular Dystrophy | AID 624291, 2012 | hit rate 0.064% among 350,000 | Potency, µM (series often up to 38.3 µM), for inactives: at the highest dose activation, usual class: activators | alpha7betagal myoblasts, beta-gal FDG fluorescence, 48 h;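 further: potency means the concentration at half of the fitted maximal effect; 100% = response of the positive control SU9516; nearly all actives have a fitted effect of over 60% in size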
#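 Alpha7betagal+/- myoblasts (passage 13) were plated 16-24 hr, then exposed to compounds (1:260 dilution of DMSO stock) for 48 hours at 37C. After MPER lysis, β-galactosidase reporter activity was read as FDG fluorescence (ex 480/em 540) after 30 minutes.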
# TRPV1 agonist – HTS Assay for Compounds that Act as Agonists of the Vanilloid Receptor 1 | Transient receptor potential cation channel subfamily V member 1 (Homo sapiens), Q8NER1 | TRPV1-expressing cells, Fluo-8 calcium influx, agonist mode | activation, % at 8.33 µM | hit rate 0.19% among 320,000 | AID 540275, 2011; in the data active means activation above about 80%; inconclusive means between about 30% and that limit; further: 0% is about no effect
# Target sequence (Q8NER1 whole entry, looked up): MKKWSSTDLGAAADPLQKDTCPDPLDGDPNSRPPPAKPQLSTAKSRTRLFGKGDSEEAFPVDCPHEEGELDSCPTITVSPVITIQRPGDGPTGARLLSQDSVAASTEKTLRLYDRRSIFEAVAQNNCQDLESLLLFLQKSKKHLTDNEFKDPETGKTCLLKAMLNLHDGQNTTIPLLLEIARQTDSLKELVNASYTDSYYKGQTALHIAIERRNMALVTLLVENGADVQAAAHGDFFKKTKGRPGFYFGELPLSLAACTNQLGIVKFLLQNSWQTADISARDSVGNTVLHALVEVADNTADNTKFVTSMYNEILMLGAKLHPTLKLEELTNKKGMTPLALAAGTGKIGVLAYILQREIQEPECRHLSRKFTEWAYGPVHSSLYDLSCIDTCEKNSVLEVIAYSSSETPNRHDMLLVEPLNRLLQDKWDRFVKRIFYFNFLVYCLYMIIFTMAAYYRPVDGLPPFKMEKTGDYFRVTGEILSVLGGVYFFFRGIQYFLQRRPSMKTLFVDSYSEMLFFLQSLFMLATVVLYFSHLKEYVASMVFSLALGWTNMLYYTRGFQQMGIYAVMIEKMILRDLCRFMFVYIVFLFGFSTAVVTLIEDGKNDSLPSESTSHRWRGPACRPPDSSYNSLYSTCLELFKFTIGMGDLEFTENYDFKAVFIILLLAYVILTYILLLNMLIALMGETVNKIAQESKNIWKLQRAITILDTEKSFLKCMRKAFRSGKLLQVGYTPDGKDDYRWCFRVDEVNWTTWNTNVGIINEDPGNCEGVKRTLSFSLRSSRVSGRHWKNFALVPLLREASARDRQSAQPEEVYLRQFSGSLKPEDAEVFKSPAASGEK
#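 Cells expressing TRPV1 were dye-loaded with Fluo-8 and read kinetically: 10 s baseline, 3 min after compound (agonist portion), then 2 min after EC20 capsaicin (allosteric enhancer portion). Calcium-bound dye fluorescence at 480/520 nm.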
# KCNH2 WT inh – qHTS for Inhibitors of KCHN2 3.1: Wildtype qHTS | U2OS, BacMam KCNH2, thallium flux FluxOr; stronger effect = lower value | activity change, % at 1.84 µM | hit rate 0.37% among 340,000 | AID 720551, 2013;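 active means maximum activity change below -70%; inconclusive means maximum activity change between -70% and -50%; inactive means maximum activity change above -50%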; further: on the % scale 0 is the no-effect control and ±100 the full control effect
#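 U2OS cells were transduced with wild-type KCNH2 virus (2.03 x 10^8 / mL) for 4 h at room temperature, then cultured overnight at 37 C. Thallium flux was read with FluxOr dye. Rate constants were normalized to DMSO controls.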
# A-T KAP1 phos – qHTS Assay for Identifying a Potential Treatment of Ataxia-Telangiectasia; […] A-T fibroblasts, KAP-1 phosphorylation AlphaLISA; neocarzinostatin DNA damage 30 min before lysis; Potency, µM (series often up to 57.5 µM), without a hit: top-dose activation, actives largely listed as activators; hit rate 0.19% among 320,000; AID 485349, 2010; further: potency means the concentration at half of the fitted maximal effect; % of control where 0% means no effect; nearly all actives have a fitted effect of over 45% in size
#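 hTERT-immortalized A-T patient fibroblasts ([…]), 500 cells/well in OPTI-MEM, 1% FBS, got compounds for 60 min, then NCS for 30 min at 37C. Lysates were then assayed for phospho-KAP-1 by AlphaLISA (anti-pKAP1 donor, anti-KAP1 acceptor beads), 6 hr at 25C.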
# GALK inh – qHTS Assay for Inhibitors of Human Galactokinase (GALK). P51570. Purified GALK, Kinase-Glo residual ATP luminescence. Potency, µM (titrated, usually from 57.5 µM), for the others: top-dose activity change, negative = inhibition, actives largely listed as inhibitors. hit rate 0.007% among 270,000; further: potency means the concentration at half of the fitted maximal effect; on the % scale 0 is the no-effect control and ±100 the full control effect
#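 Compounds were pin-transferred into ATP buffer (35 uM final), then GALK plus galactose (5 nM, 100 uM final) was added. After 1 h at room temperature, Kinase-Glo Plus was added and luminescence read after 10 min.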
# Coupling enz – qHTS Assay for Inhibitors of Fructose-1,6-bisphosphate Aldolase from Giardia Lamblia: Coupling assay counterscreen | coupling enzyme system counterscreen, AmpLite Red fluorescence | activity change, negative = inhibition, % at 58.2 µM, hits read low | hit rate 0.67% among 290,000; in the data active means activity change below about -30%; further: on the % scale 0 is the no-effect control and ±100 the full control effect
#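 Final compound at 57.5 uM, incubated 10 min at RT with coupling enzyme reagent (glyceraldehyde-3-phosphate), then 20 min with substrate and AmpLite Red detection. Fluorescence read at 525/598 nm; tests interference with the coupling assay, not aldolase inhibition.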
# KCNH2 3.1 inh – qHTS for Inhibitors of KCHN2 3.1: Mutant qHTS; U2OS KCNH2 3.1, thallium flux FluxOr; stronger effect = lower value; activity change, % (tested at about 1.8 µM); hit rate 0.95% among 340,000; Potassium voltage-gated channel subfamily H member 2, brain isoform KCNH2 3.1 (human);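 active means maximum activity change below -70%; inconclusive means maximum activity change from -70% to -50%; inactive means maximum activity change above -50%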;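 further: thallium influx rate constant from kinetic fluorescence after stimulation buffer; on the % scale 0 is the no-effect control and ±100 the full control effect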
#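 Steps: virus added to U2OS suspension (4 h, RT, dark); medium with 10% FBS added, cells plated, 37 C overnight; FluxOr/Red40 loading buffer 45 min RT; stimulation buffer, 2 min kinetic read; rate constant normalized.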
# ASM inhibitor – Inhibitors of Secretory Acid Sphingomyelinase (S-ASM): qHTS; AID 504937, 2011; Potency, µM (titrated, usually from 57.5 µM), without a hit: at the top dose activity change, negative = inhibition, usual class: inhibitors; placental ASM, HMU-PC fluorogenic substrate, 60 min; Sphingomyelin phosphodiesterase (Homo sapiens), P17405; hit rate 0.006% among 340,000; further: potency means the concentration at half of the fitted maximal effect
#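 Steps: dispense placental human ASM, pin compound, wait 10 min at room temperature, add HMU-PC0 substrate at 9 uM final, incubate 60 min at 37 °C, add stop solution raising pH to 10, read fluorescence.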
# Numbers without * were called inactive; u = inconclusive; x = not tested or not shown; [ ] = remark or other dose. Unless noted, the call rests on the fitted dose curve; in most records, active means well fitted curve in the direction sought with a large enough effect; inconclusive means small, poorly fitted or top-dose-only effect, or another doubt; inactive means no such curve, though single readings can be large; an effect the other way counts as inactive or inconclusive.
SMILES,CXXC DNA block,MBNL1-CUG inh,Integrin act MD,TRPV1 agonist,KCNH2 WT inh,A-T KAP1 phos,GALK inh,Coupling enz,KCNH2 3.1 inh,ASM inhibitor
Cc1ccc(CNC(=O)Cc2csc(Nc3nc(=S)[nH]c4ccccc34)n2)cc1,58%[activator],2%,x,-1,x,4%,1%,0,x,x
S=C(NCCc1ccccc1)N1CCCC1,x,x,35%,x,1,x,x,x,1,5%
CC(C(=O)Nc1ccccc1C(F)(F)F)N1CCN(C)CC1 (stereo not given),6%,-6%,18%,-3,-1,4%,-1%,0,4,3%
CCOC(=O)c1cnc2c(C)cc(Cl)cc2c1N1CCN(C)CC1,-2%,5%,-14%,6,-7,-2%,-2%,2,12,-3%
CN(CC(=O)NCCCn1ccnc1)S(=O)(=O)c1ccc(Cl)cc1,x,x,u,x,6,-1%,x,x,-9,-4%
O=C(Cc1cccc(NC(=O)C2CCN(C(=O)C3CCC3)CC2)c1)Nc1cccc(C(=O)N2CCCC2)c1,x,x,12%,-2,x,9%,x,x,x,-6%
O=C(Oc1cccnc1)c1ccc(Cl)c(Cl)c1,1%,-3%,1%,6,-2,12%,1%,0,0,0%
O=C(COC(=O)c1ccccc1O)Nc1ccc(S(=O)(=O)N2CCCCC2)cc1,2%,-1%,-32%,6,8,-7%,10%,-7,18,-6%
Cc1noc(C)c1COc1ccccc1C(=O)NCCc1ccc(F)cc1,x,x,12%,x,-4,x,x,x,23,5%
Cc1sc(NC(=O)c2ccco2)nc1-c1ccc2c(c1)CC(C)N2C(=O)C1CC1 (stereo not given),-1%,1%,-5%,6,-15,2%,0%,-7,3,-24%
Cc1ccc(NC(=O)CCn2c(=S)oc3ccccc32)cc1,4%,1%,11%,7,0,4%,0%,-1,-1,0%
CCOC(=O)C1(CC2CC2)CCN(C(=O)c2ocnc2C)CC1,4%,3%,2%,4,5,-4%,2%,1,9,5%
Cc1nn(CC(=O)c2ccc(Cl)s2)c(C)c1[N+](=O)[O-],57%[activator],x,16%,5,2,4%,-1%,-1,19,-1%
O=C(COC(=O)c1ccccc1Br)Nc1cccnc1Cl,x,x,-3%,x,-12,2%,x,x,3,-3%
COc1ccc(CCNC(=O)C2CC=CCC2C(=O)O)cc1 (stereo not given),-10%,-9%,-14%,0,-4,0%,4%,4,2,1%
Cc1ccc(C)c(N2CCN(c3ccncc3N)CC2)c1,0%,-8%,13%,15,28,2%,-2%,-12,-9,1%
c1ccc(CSc2ccc(-c3cccs3)nn2)cc1,12%,25%,-13%,28,-7,5%,-1%,1,-6,-3%
O=C1CSC(=Nc2cccc(Cl)c2Cl)N1,-1%,-2%,1%,0,1,4%,0%,-17,8,-1%
CN1CCN(C(=O)CSc2ccc(C(F)(F)F)cc2[N+](=O)[O-])CC1,-2%,u,4%,5,3,-7%,3%,1,3,0%
Nc1scc[n+]1Cc1cccc2cccnc12,7%,-5%,-30%,1,-6,17%,0%,-2,0,0%

# Already shown: 2 of the compounds above.
SMILES,CXXC DNA block,MBNL1-CUG inh,Integrin act MD,TRPV1 agonist,KCNH2 WT inh,A-T KAP1 phos,GALK inh,Coupling enz,KCNH2 3.1 inh,ASM inhibitor
Cc1ccc(NC(=O)CCn2c(=S)oc3ccccc32)cc1,4%,1%,11%,7,0,4%,0%,-1,-1,0%
CCOC(=O)C1(CC2CC2)CCN(C(=O)c2ocnc2C)CC1,4%,3%,2%,4,5,-4%,2%,1,9,5%

# The listing continues:
SMILES,CXXC DNA block,MBNL1-CUG inh,Integrin act MD,TRPV1 agonist,KCNH2 WT inh,A-T KAP1 phos,GALK inh,Coupling enz,KCNH2 3.1 inh,ASM inhibitor
Fc1ccc(NCc2n[nH]c(=S)n2Cc2ccccc2)cc1,-1%,-10%,19%,-2,-3,-1%,1%,0,9,-4%
CN1CCCC(OC(=O)c2cc(Br)ccc2Cl)C1 (stereo not given),-3%,7%,6%,3,7,8%,2%,7,-3,0%
Nc1nc(SCC(=O)c2ccc(Cl)cc2)c2ncn(C3OC(CO)C(O)C3O)c2n1 (stereo not given),x,x,0%,x,-9,x,x,x,-3,-3%
Cc1ccc(Cl)cc1NC(=O)CC1NC2CCCCC2NC1=O (stereo not given),-6%,-5%,6%,1,2,-3%[11.5 µM],-3%,2,-5,10%
CCOC(=O)c1ccccc1NC(=O)CSc1nnc(COc2ccccc2)n1CC,-1%,-11%,4%,0,0,12%,0%,5,2,-3%
CCc1cccc(NC(=O)COC(=O)c2cc(=O)c3ccccc3o2)c1,x,x,-5%,-1,17,0%,x,x,-3,-4%
CCC(C)c1ccc(C(C)NC(=S)NCc2ccc(F)cc2)cc1 (stereo not given),-14%,-3%,-49%[inhibitor],u,-1,14%,-2%,0,1,-1%
CC1CCCCC1NC(=O)CSCC(=O)O (stereo not given),8%,x,13%,1,-5,11%,0%,3,6,2%
CC(C)(C)NC(=O)C(=O)N/N=C/c1cccs1,0%,9%,20%,2,7,5%,5%,1,2,0%
CC(NS(C)(=O)=O)C(c1cccs1)N1CCN(Cc2ccccc2)CC1 (stereo not given),2%,1%,-13%,0,16,-2%,0%,-2,9,0%
CCOc1ccc(-c2cnc(NCc3cccc4ccccc34)n2CCOC)cc1,27%,3%,-52%[inhibitor],3,15,9%,0%,-1,u,-2%
Cc1ccc2nc3c(cc(C(=O)NCCc4ccccc4)c(=N)n3CCN3CCOCC3)c(=O)n2c1,58%[activator],u,-23%,-4,-5,7%,1%,-1,-14,445%[activator]
Cc1c(Cl)cccc1NC(=O)CCN1CCCC(C)C1 (stereo not given),0%,-6%,14%,-1,2,-1%,0%,0,5,5%
Cc1ccc(S(=O)(=O)N(CC(=O)N2CCCCCC2)c2ccccc2)cc1,-4%,-4%,-15%[7.66 µM],19,-11,5%,-2%,1,-10,-1%
Cc1ccc(S(=O)(=O)Nc2ccccc2F)cc1C(=O)N1CCN(c2ccccc2O)CC1,x,x,4%,0,-2,-6%,x,x,-7,-2%
Cc1cc(F)ccc1NC(=O)c1cc(S(=O)(=O)N2CCc3ccccc32)cn1C,x,4%,2%,0,-9,1%,x,1,-31,0%
COc1ccccc1NC(=O)NCCc1c[nH]c2ccccc12,1%,-2%,-8%,8,14,5%,-3%,-2,-2,-2%
COC(=O)[C@H](C)NC(=O)c1cc2c(cn1)[nH]c1ccccc12,-9%,13%,-31%,-1,2,-9%,1%,3,-13,2%
O=C(NC1CCCC1)c1cc(-c2ccc(Cl)cc2Cl)on1,2%,0%,9%,1,11,10%,0%,2,1,0%
O=C(Nc1ccc2c(c1)OCO2)Nc1ccc(Cl)cc1Cl,35%[activator],-3%,-14%,12,3,-1%,1%,-2,-5,-1%
COc1ccccc1/C=C/CN1CCC(Oc2ccc(C(=O)N3CCCC3)cc2)CC1,-1%,-9%,0%,10,19,1%,-3%,0,-6,x
CCOC(=O)N1CCN(CC(O)COCCC23CC4CC(CC(C4)C2)C3)CC1 (stereo not given),9%,13%,-15%,u,5,x,2%,0,-32,-1%
CCOc1cc(NC(=S)Nc2cccc(OC)c2)c(OCC)cc1NC(=O)C1CC1,-6%,15%,-53%[inhibitor],x,6,0%,-3%,-2,-19,-1%
CCc1ccccc1NC(=S)N(Cc1cccs1)C1CCCC1,-4%,1%,13%,-3,1,1%,-2%,-2,4,0%
COc1cccc(C(c2nnnn2CCc2ccccc2)N2CCN(c3ccccc3)CC2)c1OC (stereo not given),-1%,-8%,6%,9,3,3%,-1%,-4,-11,-2%
COc1cc(NC(=O)Nc2cc(C)on2)cc(OC)c1OC,-11%,-6%,0%,-4,4,-1%,1%,-1,-12,2%
COc1ccc(NC(=O)c2ccc(COc3ccccc3)o2)cc1,6%,-9%,-10%,u,2,-2%,-2%,0,0,-9%
CCC(Sc1ccc2nnc(-c3ccc(OC)c(OC)c3)n2n1)C(=O)O (stereo not given),1%,u,16%,8,27,x,2%,-4,9,1%
CCOc1ccc(N2CC(C(=O)Nc3cccc(S(=O)(=O)N4CCCCC4)c3)CC2=O)cc1 (stereo not given),6%,-3%,-7%,-3,-8,-1%,-1%,1,-6,-22%
